Screening data: PubChem BioAssay, several laboratories
Mtb BioA inh: blocks M. tuberculosis BioA enzyme activity | purified M. tuberculosis BioA enzyme, plate reader | inhibition, % at 9.99 µM | hit rate 0.096% among 360,000 | AID 602481; in the data active = inhibition above about 40%
FadD28 binding: blocks FadD28 binding to the bisubstrate probe; fluorescence polarization; inhibition, % at 12.5 µM; hit rate 0.22% among 360,000; AID 588549; in the data active = inhibition above about 8.5%, passing the limit was not always enough
FBA Mtb inh: inhibitors of M. tuberculosis fructose-bisphosphate aldolase. P9WQA3. purified M. tuberculosis FBA, fluorescence read-out. inhibition, % at 1 µM. hit rate 2.3% among 360,000; in the data active = inhibition above about 27%;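 also: 0% = vehicle and 100% = reference inhibitor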
Target sequence (P9WQA3 whole entry, looked up): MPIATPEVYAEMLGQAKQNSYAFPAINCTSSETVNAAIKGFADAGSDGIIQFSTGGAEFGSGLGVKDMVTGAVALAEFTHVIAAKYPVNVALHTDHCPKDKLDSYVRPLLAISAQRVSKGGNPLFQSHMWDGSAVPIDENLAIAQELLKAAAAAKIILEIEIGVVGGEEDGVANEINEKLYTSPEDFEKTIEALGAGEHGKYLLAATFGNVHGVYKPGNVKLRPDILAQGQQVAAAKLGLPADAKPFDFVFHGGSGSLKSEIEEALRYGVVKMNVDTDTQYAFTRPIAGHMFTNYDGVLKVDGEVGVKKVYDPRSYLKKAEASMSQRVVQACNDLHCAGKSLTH
Y pestis TopoI: inhibitors of Yersinia pestis topoisomerase I; Y. pestis Topo-I cleavage product accumulation, plate reader; activity, % at 10 µM; hit rate 0.064% among 360,000; AID 504884; in the data active = activity above about 50%, passing the limit was not always enough; also: inactives centre near 2
GDH-TPI inh: counter-screen for M. tuberculosis FBA inhibitors: GDH-TPI coupled enzymes; GDH-TPI coupled enzyme counterscreen, NADH absorbance; inhibition, % at 4.8 µM; hit rate 1.2% among 360,000; in the data active = inhibition above about 30%;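 also: 0% = DMSO wells and 100% = wells lacking the enzyme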
Vc quorum ag: inducers of Vibrio cholerae quorum light production without autoinducers; V. cholerae BH1578 lux reporter, luminescence, 6 h; activation, % at 18.7 µM; hit rate 0.16% among 350,000; in the data active = activation mostly above about 9.7%, no sharp cut-off; also: not every result past the cut was called active; inactives centre near 0; reference of the scale not given here
Mtb UGM inh: blocks M. tuberculosis UGM enzyme. P9WIQ1. purified UGM, fluorescence polarization probe displacement. inhibition, % at 10 µM. hit rate 0.06% among 320,000. AID 504406; in the data active = inhibition above about 10%, passing the limit was not always enough
Target sequence (P9WIQ1 whole entry, looked up): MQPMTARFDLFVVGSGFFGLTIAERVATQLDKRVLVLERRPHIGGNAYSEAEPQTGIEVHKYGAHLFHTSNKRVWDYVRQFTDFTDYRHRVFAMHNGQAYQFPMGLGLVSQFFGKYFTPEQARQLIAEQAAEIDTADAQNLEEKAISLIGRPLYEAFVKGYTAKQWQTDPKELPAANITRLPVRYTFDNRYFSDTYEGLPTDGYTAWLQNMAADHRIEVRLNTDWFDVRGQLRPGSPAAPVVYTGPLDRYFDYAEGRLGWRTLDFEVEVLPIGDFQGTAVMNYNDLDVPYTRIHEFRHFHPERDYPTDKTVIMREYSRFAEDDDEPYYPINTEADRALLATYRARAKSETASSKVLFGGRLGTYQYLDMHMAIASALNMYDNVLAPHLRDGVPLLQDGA
PfHsp40 yeast: rescue of PfHsp40-mediated yeast toxicity; S. cerevisiae expressing PfHsp40, growth rescue, ATP luminescence; growth rescue, % at 12.5 µM; hit rate 0.68% among 340,000; in the data active = growth rescue above about 28%, passing the limit was not always enough;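 also: yeast W303a lacking pdr1 and pdr3 grown in galactose medium; growth measured after three days at 30 °C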
TcdB GH inh: blocks C. difficile toxin B glycohydrolase activity; P18177; TcdB glycohydrolase enzymatic assay, plate reader; inhibition, % at 9.99 µM; hit rate 0.24% among 350,000; in the data active = inhibition above about 10%
* = called active by the depositor; i = inactive; · = no result given.

Values run as follows: Mtb BioA inh	FadD28 binding	FBA Mtb inh	Y pestis TopoI	GDH-TPI inh	Vc quorum ag	Mtb UGM inh	PfHsp40 yeast	TcdB GH inh
- COc1ccc(N2CC(C(=O)OCC(=O)c3ccccc3)CC2=O)cc1 (centres undefined)
 : 0.9	2.4	4	2	-11	14	1.6	-1.0	·
- CC(C)c1cccc(C(C)C)c1NC(=O)CN1CCCC1
 : -0.4	-2.7	1	0	2	-0.2	-0.2	1.8	-0.6
- O=C(OCc1cccc([N+](=O)[O-])c1)c1cccnc1
 : 0.2	-2.5	2	-1	-2	-5.6	0.3	-0.7	0.7
- O=C1C/C(=C\c2c(F)cccc2Cl)N2CCC1CC2
 : ·	-2.9	-1	0	6	i	2.0	1.3	-1.3
- Cn1c(NCc2ccccc2)nc2c1c(=O)n(Cc1ccccc1)c(=O)n2C
 : 1.3	-1.9	2	-10	4	i	0.3	-0.1	1.5
- CCOC(=O)C1=C(C)Nc2ccccc2N/C1=N\S(=O)(=O)c1cccc(Cl)c1
 : 0.5	-3.5	-3	5	4	i	0.0	2.0	0.8
- Cc1nnc(SCC2=C(C(=O)O)N3C(=O)C(NC(=O)COc4ccc(F)cc4)C3SC2)s1 (centres undefined)
 : 1.0	1.5	4	5	-2	i	0.5	2.6	1.4
- Cc1ccc(NC(=O)NCc2ccc3c(c2)OCO3)cc1
 : -3.5	1.3	-1	-3	5	5.6	0.9	-0.9	·
- Cc1cc(Cl)ccc1OCC(=O)Nc1cccc(S(=O)(=O)N2CCCC2)c1
 : -1.8	-5.6	-1	21	4	-0.7	0.5	4.1	0.7
- Cc1ccc(/C=N/NC(=O)c2cccc(S(=O)(=O)Nc3ccccc3Cl)c2)o1
 : -0.5	3.4	0	5	16	i	-0.2	-0.9	12*
- CN(c1ccccc1)S(=O)(=O)c1cccc(NC(=O)COC(=O)C2CCCCC2)c1
 : -0.9	-2.6	5	23	11	-0.8	5.2	2.1	-4.4
- COc1ccc(NS(=O)(=O)c2cccc(NC(=O)c3ccc(Cl)nc3)c2)cc1
 : ·	-7.3	-1	0	3	i	0.6	2.4	0.2
- COc1ccc(N(CC(=O)Nc2cc(Cl)ccc2OC)S(=O)(=O)c2c(C)[nH]c(=O)[nH]c2=O)cc1
 : 0.9	0.1	7	3	-4	i	1.8	0.2	0.5
- Cc1ccc(S(=O)(=O)/N=C(\CCl)N2CCOCC2)cc1
 : -0.6	-1.2	1	0	2	1.4	1.0	-0.9	0.1
- CCOC(=O)C1(Cc2cccc(Cl)c2)CCCN(C(=O)c2cnn(CC)c2)C1 (centres undefined)
 : 0.5	-0.9	3	8	4	-0.3	-2.1	-0.6	-0.9
- Cc1c(Cl)c([N+](=O)[O-])nn1Cc1ccc(C(=O)N/N=C\c2cc(Cl)ccc2O)o1
 : 0.7	-1.6	6	-15	4	3.6	2.8	30*	·
- CCCCC(=O)Nc1ccc(C)c(O)c1
 : -2.0	0.5	2	-8	6	8.0	0.6	1.3	·
- N#CC1(c2ccccc2)CCCN1C(=O)c1ccc(Br)cc1 (centres undefined)
 : -0.4	-1.3	0	4	15	-0.6	-2.1	-0.6	·
- Cc1cc(NC(=O)CSc2nnc(C)n2C)no1
 : -2.4	0.1	6	5	-1	i	1.8	0.4	-0.4
- COc1ccc(NC(=O)N2CCc3ccccc3C2)c(OC)c1
 : 1.0	0.2	-2	7	-3	i	-3.7	0.0	-2.1

Reprinted from the part before: 4 compounds, followed by the next part.
Values run as follows: Mtb BioA inh	FadD28 binding	FBA Mtb inh	Y pestis TopoI	GDH-TPI inh	Vc quorum ag	Mtb UGM inh	PfHsp40 yeast	TcdB GH inh
- CCCCC(=O)Nc1ccc(C)c(O)c1
 : -2.0	0.5	2	-8	6	8.0	0.6	1.3	·
- N#CC1(c2ccccc2)CCCN1C(=O)c1ccc(Br)cc1 (centres undefined)
 : -0.4	-1.3	0	4	15	-0.6	-2.1	-0.6	·
- Cc1cc(NC(=O)CSc2nnc(C)n2C)no1
 : -2.4	0.1	6	5	-1	i	1.8	0.4	-0.4
- COc1ccc(NC(=O)N2CCc3ccccc3C2)c(OC)c1
 : 1.0	0.2	-2	7	-3	i	-3.7	0.0	-2.1
- CC1CCCN(CCCNC(=O)CN2C(=O)CSc3ccc(S(=O)(=O)N4CCOCC4)cc32)C1 (centres undefined)
 : -0.5	-4.7	-5	-6	-2	3.4	0.3	-0.3	0.5
- Oc1ccc2c3c1OC1c4[nH]c5ccccc5c4C[C@@]4(O)C(C2)N(CC2CC2)CC[C@]314 (some centres undefined)
 : 2.5	-1.6	1	0	-6	-0.3	·	0.1	0.3
- Oc1ccc(Nc2nnc(-c3ccc(O)cc3)c3ccccc23)cc1
 : ·	-3.2	-3	0	6	i	4.1	-0.5	0.8
- C#CCOCCOCCOCCNc1nc(N2CCN(C(=O)[C@H](CCC(=O)O)n3cc(CN)nn3)CC2)nc(N2CCN(C(=O)[C@H](CCC(=O)O)n3cc([C@@H](N)[C@H](C)CC)nn3)CC2)n1
 : 1.6	-0.9	2	3	-2	-0.4	-1.8	-1.2	-3.8
- CC(NC(=O)c1ccccc1)C(=O)NC1=NCCS1 (centres undefined)
 : -0.9	-4.5	-1	0	4	-0.3	-0.6	2.6	·
- c1ccc(CCN2CCCCC2)nc1
 : -1.6	1.3	0	5	-4	0.4	·	0.8	-0.2
- C[C@H]1C(=O)N(C)CCN1C(=O)c1cccc(OC2CCN(CC(C)(C)C)CC2)c1
 : -1.4	-0.8	0	-5	7	-0.5	-2.3	-1.1	-0.6
- CCn1cnc2scc(-c3ccccc3)c2c1=O
 : -1.1	-2.6	-1	-6	1	i	3.4	-0.4	·
- O=C1C2C3C=CC(C3)C2C(=O)N1c1ccccc1 (centres undefined)
 : -3.3	-1.1	-1	2	2	-2.5	-1.9	-0.9	·
- CCOc1cc(S(=O)(=O)N2CCN=C2Cc2ccccc2)ccc1F
 : 1.7	-1.2	1	1	-2	-0.4	0.8	-0.4	-1.4
- O=C(Nc1ccc2c(c1)OCO2)c1cccc2c1C(=O)N(C1CCCCC1)C2
 : -1.8	-2.1	2	1	-1	i	1.7	-1.5	1.6
- COC(=O)CCCC(=O)N1CCCC(C(=O)c2ccccc2SC)C1 (centres undefined)
 : 0.1	-2.8	-3	-12	-8	-0.3	-1.7	-0.6	0.4
- COCCN(Cc1cc2cc3c(cc2nc1Cl)OCO3)C(=O)Nc1ccc(OC)cc1
 : ·	-0.4	0	2	-3	-0.3	0.4	-0.1	0.6
- NC(=O)C1CCCN(C(=O)c2cccc(NC(=O)c3cccs3)c2)C1 (centres undefined)
 : 0.5	-4.3	-2	0	10	-0.3	·	0.7	0.6
- COc1cccc(NC(C)(C)c2nnnn2-c2c(C)cccc2C)c1
 : -0.2	-4.8	3	19	-10	i	1.1	1.5	1.5
- C=CCOC(=O)C1=C(C)NC(SCC(=O)Nc2nccs2)=C(C#N)C1c1cccs1 (centres undefined)
 : ·	-4.4	6	5	0	0.1	-0.9	-0.8	·
- COC(=O)c1ccc(Cn2nc([N+](=O)[O-])c(Br)c2C)cc1
 : ·	-3.1	-26	0	7	-0.7	-1.1	2.3	0.6
- COC(=O)Nc1sc2nc(C)cc(C)c2c1-n1cccc1
 : -2.3	-0.3	3	11	6	-0.3	-1.0	-0.8	·
- CC1(Oc2ccc3ccccc3c2)CCN(Cc2cccn2-c2nccs2)C1 (centres undefined)
 : 0.0	-1.3	-2	17	6	i	·	·	0.2
- Cn1ncc(N2CCN(C(=O)c3ccc(Cl)cc3)CC2)c(Cl)c1=O
 : 30	-0.4	-1	-7	5	-1.0	2.1	-0.7	0.7
- CC1(C)C=C2C(=NN(c3ccccc3)C(N)=C2C#N)CO1
 : -1.2	0.6	1	-7	12	-0.4	1.6	-1.4	1.1
- Cc1ccc(C(=O)CCC(=O)N2CCC(C(N)=O)CC2)cc1
 : ·	-0.1	-1	8	-2	-0.3	-1.6	1.0	4.3
- CN1C(CC(=O)Nc2ccc(Br)cc2)c2ccccc2CC1(C)C (centres undefined)
 : ·	-0.9	-7	-3	3	-0.3	0.8	-1.9	0.6
- CC(C)Oc1ccc(CC2CCC(=O)N(C)C2=O)cc1 (centres undefined)
 : 1.2	-0.9	1	2	-2	-3.1	·	0.8	1.4
- CN(C)S(=O)(=O)N1CCC(c2ccc(F)cc2)C(COc2ccc3c(c2)OCO3)C1 (centres undefined)
 : -0.3	-6.5	4	32	0	-0.8	0.8	-0.9	·
- CC(=O)N(NC(=O)c1ccc(C)cc1)C1CC(=O)N(c2ccccc2Cl)C1=O (centres undefined)
 : -0.3	1.2	-3	1	12	i	1.2	-2.4	·
- COc1ccc(NC(=O)C(c2cc3c(cc2[N+](=O)[O-])OCO3)N(C)C)cc1 (centres undefined)
 : 0.5	1.9	3	3	11	-0.3	-0.1	-0.1	0.6
- Cc1ccc(C(=O)N2CCCCC2C(=O)O)cc1S(=O)(=O)N1CCCCC1 (centres undefined)
 : ·	0.2	1	-8	-1	i	1.8	-0.8	-0.6
- O=C(Nc1ccc(S(=O)(=O)Nc2ncccn2)cc1)c1cccc(S(=O)(=O)N2CCCC2)c1
 : -0.7	-4.1	5	1	-1	0.1	0.1	-0.5	0.8
- CCN(C(=O)COC(=O)c1cccc(C)c1[N+](=O)[O-])c1c(N)n(Cc2ccccc2)c(=O)[nH]c1=O
 : 0.3	-2.5	-1	4	4	2.9	·	0.2	1.1
- COc1ccc(/C=C2\SC(=O)N(CCNC(=O)CN3C(=O)NC4(CCCC4)C3=O)C2=O)cc1
 : -1.5	-0.6	0	15	23	-1.4	-1.6	0.8	2.0
- CCOC(=O)C1=C(COC(=O)COc2ccccc2C#N)NC(=O)NC1C (centres undefined)
 : ·	-2.1	-1	3	7	i	1.0	1.4	0.1
- CCSc1nnc(NC(=O)c2cccnc2)s1
 : ·	0.1	7	8	19	-2.2	-3.1	-0.6	·
- COc1ccccc1-c1nnc(SCC(=O)Nc2cccnc2Cl)n1C
 : -1.6	-1.2	1	5	9	-1.8	-0.5	-1.4	0.7
- Cc1ccc(S(=O)(=O)N2[C@@H](c3ccc(Br)cc3)C(C(=O)O)=C[C@H]2CC2CCCC2)cc1
 : 8.4	-2.9	-3	13	5	0.9	0.8	2.4	1.4
- CCc1nnc(NC(=O)CCC(=O)NC2CCCCCC2)s1
 : 0.2	-1.9	2	-3	-1	-0.6	1.9	-1.6	-0.3
- CN(c1ccccc1)S(=O)(=O)c1cccc(C(=O)OCC(=O)NCc2ccco2)c1
 : 0.4	-2.7	0	21	-1	-0.4	0.5	-1.3	-0.6
- Cc1onc(-c2ccccc2)c1C(=O)NCc1ccc2c(c1)OCO2
 : -1.7	-1.0	4	5	-7	i	1.4	0.3	0.8
- CC1CCCC(NC(=O)CN(C)CC(=O)Nc2ccc(F)cc2)C1C (centres undefined)
 : 0.7	-1.1	0	-1	9	-0.7	-1.6	-0.4	0.3
- CCOc1ccc(OCC)c(NC(=O)C2CCN(S(=O)(=O)c3cnc[nH]3)CC2)c1
 : -0.7	-3.2	-3	-5	-2	i	0.2	-0.7	·

Limited to Vc quorum ag and GDH-TPI inh, for some of the entries so far:
Compound	Vc quorum ag	GDH-TPI inh
COC(=O)CCCC(=O)N1CCCC(C(=O)c2ccccc2SC)C1 (centres undefined)	-0.3	-8
CC1CCCN(CCCNC(=O)CN2C(=O)CSc3ccc(S(=O)(=O)N4CCOCC4)cc32)C1 (centres undefined)	3.4	-2

(more compounds)
Values run as follows: Mtb BioA inh	FadD28 binding	FBA Mtb inh	Y pestis TopoI	GDH-TPI inh	Vc quorum ag	Mtb UGM inh	PfHsp40 yeast	TcdB GH inh
- CCOc1ccccc1NC(=O)N1CCC2(CC1)OCCO2
 : -0.2	-1.2	0	6	4	i	1.5	-0.1	·
- CCOC(=O)C(NCc1ccccc1OC)(NC(=O)CC)C(F)(F)F (centres undefined)
 : -2.6	0.7	-1	-7	-1	i	-3.9	1.1	·
- O=C(NCc1ccccc1)c1ccc(Cl)nc1
 : ·	-0.7	2	10	4	i	5.3	0.9	1.3
- COc1cc(C(=O)NC(=S)Nc2ccccc2N2CCCC2)cc(OC)c1OC
 : 0.3	-4.2	1	19	17	i	-1.3	-1.8	0.2
- CCOC(=O)N1CCN(C(=O)COC(=O)CSc2cc(C)c(Br)cc2C)CC1
 : ·	-2.3	-2	39	2	i	0.6	-0.5	1.6
- CCc1ccc2c(c1)c(N=NC1=NC(=O)CS1)c(O)n2C
 : 0.1	-0.3	-6	3	29	·	-0.9	2.4	·
